ERa coact inh – ER-alpha (human) coactivator binding inhibition; TR-FRET ER-alpha LBD / SRC-1 peptide, estradiol-bound; 86,000 compounds, 1.7% hits; P03372; AID 629; inhibition, % at 25.6 µM; in the data active means inhibition above about 50%;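 further: 0% = receptor plus peptide control and 100% = peptide only without receptor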
VCAM1 TNFa inh – reduces TNF alpha induced VCAM1 expression in HUVEC. HUVEC TNFa-induced VCAM-1 immunofluorescence, high-content imaging. inhibition, % at 2 µM. 95,000 compounds, 0.48% hits;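 active means inhibition above the batch mean plus 3 SD, with images confirmed as a hit by eye, cut at about 37% in these data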;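 further: 0% = TNF-stimulated DMSO wells and 100% = unstimulated control wells; not every result past the cut was called active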
IL1B cytotox – toxic to HUVEC cells under IL-1B stimulation. HUVEC cell count loss, Hoechst imaging, IL-1B stimulated. cell count reduction, % at 2 µM. 94,000 compounds, 0.41% hits. AID 845;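 active means cell count reduction more than 3 SD above the screen-wide mean, cut at about 70% in these data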;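 further: normalized per plate to untreated control cells as the no-loss baseline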
TNFa cytotox – toxic to HUVEC cells under TNF alpha stimulation | cell count reduction, % at 2 µM | HUVEC TNFalpha-stimulated, Hoechst cell count, imaging | 93,000 compounds, 0.17% hits | AID 848;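 active means cell count reduction exceeding the screen mean by over 5 SD, scaled to untreated wells per plate, cut at about 78% in these data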;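 further: cells counted after 24 h of TNF alpha exposure following the 1 h pretreatment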
FAK inh – blocks human focal adhesion kinase activity; Q05397; biochemical FAK kinase activity assay; inhibition, %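 (tested at 7 µM)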; 97,000 compounds, 0.84% hits; in the data active means inhibition above about 19%;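 further: 0% = DMSO and 100% = reference compound high control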
PTK2B oligo ant – antagonists of human Pyk2 oligomerization. Q14289. Q293 cells, Pyk2 FERM NanoBiT luminescence; hits give low values. z-score (the deposit names both 25 µM and 10 µM). 99,000 compounds, 0.83% hits;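 active means Z-score of -3 or lower, scaled per plate to the spread of control and sample wells; inactive means z-score above -3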;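 further: negative z-score means lost luminescence so less FERM oligomerization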
Target sequence (Q14289 whole entry, looked up): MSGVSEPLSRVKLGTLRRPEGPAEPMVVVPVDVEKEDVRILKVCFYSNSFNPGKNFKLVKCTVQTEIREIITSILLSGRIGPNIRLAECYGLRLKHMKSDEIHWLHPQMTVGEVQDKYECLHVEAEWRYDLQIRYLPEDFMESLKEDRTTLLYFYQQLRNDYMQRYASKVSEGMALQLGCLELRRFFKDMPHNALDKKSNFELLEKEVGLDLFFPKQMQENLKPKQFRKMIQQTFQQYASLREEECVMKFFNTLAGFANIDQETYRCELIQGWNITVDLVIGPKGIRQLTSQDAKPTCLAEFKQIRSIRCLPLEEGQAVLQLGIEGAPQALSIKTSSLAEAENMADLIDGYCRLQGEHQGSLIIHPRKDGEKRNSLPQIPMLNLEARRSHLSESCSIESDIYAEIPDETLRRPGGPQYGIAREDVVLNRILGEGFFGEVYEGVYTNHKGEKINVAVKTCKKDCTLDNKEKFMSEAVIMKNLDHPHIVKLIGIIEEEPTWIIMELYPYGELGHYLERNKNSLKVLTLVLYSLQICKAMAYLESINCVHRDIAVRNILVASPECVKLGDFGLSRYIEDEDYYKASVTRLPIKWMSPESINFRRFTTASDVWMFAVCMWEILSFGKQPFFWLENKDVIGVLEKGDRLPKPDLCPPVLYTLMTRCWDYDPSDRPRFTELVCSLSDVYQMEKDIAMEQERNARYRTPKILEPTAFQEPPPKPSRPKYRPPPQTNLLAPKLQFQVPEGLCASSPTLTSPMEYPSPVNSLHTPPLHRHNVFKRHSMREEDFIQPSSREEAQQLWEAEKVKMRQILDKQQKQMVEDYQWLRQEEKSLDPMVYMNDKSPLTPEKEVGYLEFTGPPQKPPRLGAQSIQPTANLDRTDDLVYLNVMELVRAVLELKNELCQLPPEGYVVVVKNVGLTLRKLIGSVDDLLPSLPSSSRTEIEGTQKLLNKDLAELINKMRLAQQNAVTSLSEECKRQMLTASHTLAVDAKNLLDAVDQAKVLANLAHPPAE
PTPN22 act – increases human PTPN22 phosphatase activity; 96,000 compounds, 0.11% hits; AID 697; activation, % at 2 µM; recombinant LYP, DiFMUP fluorescence; 0 = plate median, 100 = signal doubled;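 active means activation at 2 µM above a set limit, the mean plus 5 SD, cut at about 37% in these data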
LYP inh 2 – LYP (human) phosphatase inhibition; Q9Y2R2; recombinant LYP catalytic domain, DiFMUP fluorescence; inhibition, % at 2 µM; 96,000 compounds, 0.21% hits;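 active means inhibition at 2 µM at or above a set limit, the screen mean plus 3 SD, cut at about 24% in these data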;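 further: 0% = DMSO with enzyme and 100% = enzyme fully blocked by orthovanadate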
F-actin modifier – modifiers of cytoskeleton assembly. HUVEC TNFa F-actin phalloidin imaging, high content. inhibition, % at 2 µM. 91,000 compounds, 0.18% hits;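 active means inhibition above the batch mean plus 3 SD and confirmed as a hit by visual image inspection, cut at about 30% in these data, passing the limit was not always enough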; further: strong numbers were not always called active
Starred values were filed as active, the others as inactive; . = no result given; [ ] = remark or other dose.

SMILES	ERa coact inh	VCAM1 TNFa inh	IL1B cytotox	TNFa cytotox	FAK inh	PTK2B oligo ant	PTPN22 act	LYP inh 2	F-actin modifier
C/C(=N\NC(=O)c1cccc(C)c1)c1ccc(N2CCOCC2)cc1	.	-9	0	2	-1	0.42	-16	15	-13
COc1cccc(C(=O)Nc2ccc(F)cc2F)c1	-3	8	-16	3	0	0.15	-2	-1	10
O=C(Nc1ccc2c(c1)OCO2)c1nn(-c2ccccc2)c(=O)c2ccccc12	-11	25	-16	6	-2	-1.2	-14	13	1
CC(=O)C1=C(O)C(=O)N(CCc2c[nH]c3ccccc23)C1c1ccc(O)cc1 (configuration not stated)	6	1	-36	-54	-4	-0.56	4	-3	25
CCN(CC)c1ccc(C=Nc2ccccc2)c(O)c1	-49[fluorescence artefact?]	3	11	-32	0	0.1	1	1	12
N#Cc1nc(-c2ccco2)oc1N1CCc2ccccc2C1	15	-24	22	-25	3	0.25	-5	3	0
Cc1cc(NC(=O)CN2CCC(n3nnc4cc(C(F)(F)F)ccc43)CC2)no1	-2	-9	-36	-33	-1	-0.67	0	-2	21
Cc1cccc(C)c1OCCSc1n[nH]c(N)n1	.	3	-24	-6	0	0.08	7	-9	-2
O=C(O)CCC(=O)NNC(=O)CCCOc1ccc(Cl)cc1Cl	.	0	19	-24	-1	-0.68	14	-18	2
COc1cc(NC(=O)c2nccnc2C(=O)O)cc(OC)c1	-2	21	-40	8	8	.	7	-8	4
CCOC(=O)c1c2c(n(C)c1C)C(=O)C(=O)c1ccc(Br)cc1-2	12	2	37	-14	40*	-3.5*	-7	7	8
Cc1ccc(C(=O)NCc2ccco2)cc1[N+](=O)[O-]	.	11	-14	4	-1	-0.19	-7	5	12
COc1ccc(C2/C(=C(/O)c3ccccc3)C(=O)C(=O)N2C)cc1 (configuration not stated)	-1	0	-62	-8	2	-0.47	-3	6	4
O=S(=O)(c1ccccc1Cl)N1CCC(O)(c2ccc3c(c2)OCO3)CC1	-3	31	-57	-21	-9	-1.9	-5	2	.
NC(=O)c1c(N)sc(=S)n1CC1CCCO1 (configuration not stated)	17	-18	3	-5	-6	0.34	-9	7	-21
CCOC(=O)c1c(C)n(C)c2ccc(OC(=O)c3ccco3)cc12	-3	7	-3	-9	11	-0.53	0	2	18
CC(C)Oc1ccc(Cn2c(=O)sc3ccccc32)cc1	-1	-6	21	-15	0	-3.3*	-1	2	-17
O=C(O)COc1ccc(-c2nnn(CC(=O)O)n2)cc1	20	-16	-41	-24	-2	0.97	-11	7	-4
COc1cc(C=O)ccc1OCCOCCOc1ccccc1Cl	.	24	-17	9	2	0.83	-4	6	-11
COc1ccc2c(c1)[nH]c1c(=O)n(CCN(C)C)cnc12	1	-3	9	-28	-1	0.59	4	-2	1
O=C(CCNS(=O)(=O)c1ccccc1C(F)(F)F)NCc1ccc2c(c1)OCO2	.	-7	-3	-8	-1	-0.23	14	-16	7
CC(C)(C)n1ncc2c(=O)n(CC(=O)NCc3ccc(F)cc3)cnc21	14	-7	-12	0	-6	-0.22	-5	2	13
Cc1ccc(N(CC(=O)Nc2ccc(F)c(Cl)c2)S(=O)(=O)c2c(C)noc2C)cc1	-2	-7	-18	-29	-6	-1.5	3	-3	-2
COC(=O)c1ccccc1NC(=O)CC(NCc1ccccc1)C(=O)O (configuration not stated)	-19	-21	-26	.	-1	.	8	-7	-10
O=C(Nc1cnc2sccn2c1=O)c1ccccc1Cl	-3	13	6	-9	-5	0.04	-2	2	22
CCOC(=O)CNC(=O)C1CCCN(c2ncccn2)C1 (configuration not stated)	-9	18	17	3	1	3.2	3	-6	36
COc1cc2c3nnc(-c4ccc(F)cc4)c-3cn(Cc3ccc(C)cc3)c2cc1OC	6[fluorescence artefact?]	8	-20	-21	-1	.	-4	3	25
CCSc1nnc(CCNC(=O)OC(C)(C)C)o1	-11	-2	-69	-21	0	0.48	1	1	5
Cc1ccc(-c2nnn(CC(=O)N(Cc3ccc(F)cc3)C(C(=O)NC3CCCC3)c3ccncc3)n2)o1 (configuration not stated)	-9	-16	5	-16	0	0.7	4	-5	0
CCOc1cc(/C=C2/C(=O)ON=C2C)ccc1OCc1ccccc1F	-6	-3	-26	-31	-2	-0.36	-6	4	24
CC(C)(C)c1ccc(S(=O)(=O)NCc2ccc(C(=O)N3CCOCC3)cc2)cc1	9[fluorescence artefact?]	14	20	7	-4	0.16	-3	2	14
COc1ccc(OC)c(NC(=O)c2nnn(Cc3ccc(Br)cc3F)c2N)c1	25	18	3	-12	5	.	-1	0	3
CCN1C(=O)/C(=C\N2CCN(C)CC2)SC1=S	-7[fluorescence artefact?]	8	-4	-34	-2	-1.1	4	-5	33
Cc1ccc(C(=O)NCc2ccc(Cl)c(Cl)c2)o1	-7	14	45	-10	-1	0.75	11	-11	-14
O=C(Nc1ccc(Br)cc1)c1ccco1	-3	-3	-6	9	-1	-0.29	-5	6	0
CCn1c(=O)c2cc(C(=O)NCCN3CCOCC3)sc2c2ccccc21	-1	17	12	-28	4	.	2	-5	-5
CN(c1cccc(NC(=O)c2ccccc2N(C)S(C)(=O)=O)c1)S(C)(=O)=O	-10	10	6	-13	-2	-0.25	1	-6	5
Cc1ccc(Cn2c(=N)n(CC(O)c3ccco3)c3ccccc32)cc1 (configuration not stated)	-31	4	-15	-17	-1	1.5	15	-16	-8
CCOC(=O)c1c(NC(=O)CSc2nnnn2-c2ccc3c(c2)OCCO3)sc(C)c1C	-36	9	3	-11	-1	-0.55	-3	2	24
C=CCNC(=O)CCNS(=O)(=O)c1ccc(Br)cc1	11	17	0	-34	-1	0.7	8	-10	14
O=C(NCCN1CCOCC1)c1ccc(CS(=O)(=O)Cc2ccccc2F)o1	-6	-7	6	-18	-3	0.2	2	0	21
Cc1ccc(-c2[nH]c(=O)n3ccncc23)s1	-3[fluorescence artefact?]	.	-16	.	-1	0.36	-2	1	.
Cc1cc(N2CCCC2=O)c(N)cc1N	-1[fluorescence artefact?]	5	15	-8	0	0.74	4	-9	-11
O=C(O)Cc1ccc2c(c1)N(S(=O)(=O)c1cccc(C(F)(F)F)c1)CC(C(=O)O)O2 (configuration not stated)	.	-15	-15	-18	-2	0.55	-3	7	2
O=C(c1cc([N+](=O)[O-])ccc1N1CCCCC1)N1CCCCC1	.	21	2	-6	5	-0.96	-4	3	-18
O=C(c1n[nH]c(=O)c2ccccc12)N1CCN(c2ccc(F)cc2)CC1	-2	-7	-18	-12	0	0.16	4	-5	16
COc1cccc(-n2nnnc2SCC(=O)Nc2nc3c(s2)CCCC3)c1	1	3	-16	-7	5	-0.54	2	-2	-8
O=C1/C(=C/c2cccc(F)c2)CSc2sccc21	-7	3	13	27	2	1.1	5	-3	.
Cc1[nH]c(=O)[nH]c(=O)c1S(=O)(=O)N1c2ccc(F)cc2CCC1C (configuration not stated)	.	7	-25	-7	-1	0.63	-9	6	8
CCOC(CNC(=O)CCc1c(C)nc2nc(C)nn2c1C)OCC	34	17	5	6	0	0.27	1	2	-26
CC1(C)CC(=O)C(CC(=O)NC(=O)NCc2ccccc2)=C(O)C1	-2	-13	-6	-1	-1	0.93	-7	10	11
O=C(CCCN1CCC(c2ccccc2)C1)c1ccc2c(c1)OCCO2 (configuration not stated)	0	0	29	-22	-3	0.34	10	-12	36
N#Cc1c(NC(=O)CCn2cnc3ccccc3c2=O)oc(-c2ccccc2)c1-c1ccccc1	-20	-28	1	23	7	-2.5	-11	8	-25
O=C(c1cccs1)n1nc(-c2ccco2)nc1SCc1ccccc1	17	-9	2	-4	-2	.	-1	3	11
O=C(CCCOc1ccc(Cl)cc1)N1CCCCCC1	4	11	-38	17	-1	1.5	4	-5	-31
O/N=C1\CCC\C1=C/c1ccco1	.	7	2	-17	1	0.11	7	-10	-20
C=C(C)c1cccc(C(C)(C)NC(=O)N2CCC(C)CC2)c1	6[fluorescence artefact?]	7	7	-25	-3	0.6	-4	6	.
c1csc(C(c2nnnn2C2CCCCC2)N2CCN(c3nc4ccccc4s3)CC2)c1 (configuration not stated)	-4	16	-19	-3	-3	-1.1	-6	1	-3
COc1ccc(C)cc1S(=O)(=O)N1CCCC(C(=O)NCC2CCCO2)C1 (configuration not stated)	5	8	-33	-1	-2	0.42	2	-3	10
COCc1cc(C)nc2sc(C(=O)N3CCN(c4ccccc4)CC3)c(N)c12	-12[fluorescence artefact?]	-1	3	-3	-4	.	14	-17	-4

(cont.)
SMILES	ERa coact inh	VCAM1 TNFa inh	IL1B cytotox	TNFa cytotox	FAK inh	PTK2B oligo ant	PTPN22 act	LYP inh 2	F-actin modifier
CC(C)CN(Cc1c(O)ccc2c3c(c(=O)oc12)CCC3)CC(C)C	12	16	-17	14	-3	0.42	4	-1	-11
CCOC(=O)Cc1csc(N/N=C\c2cccc(Br)c2)n1	.	18	-21	-11	-7	.	-11	15	7
COc1ccc(CCNc2nc(-c3ccco3)cc(C(F)(F)F)n2)cc1OC	22	16	-2	-24	1	-3	-2	0	0
CSc1nsc(NC(=O)Cc2ccccc2)n1	-7	-6	-20	2	3	1.2	-5	3	0
CC(=O)NCCC(=O)Nc1ccc(F)cc1C	5[fluorescence artefact?]	22	8	16	0	0.06	-1	4	-5
Cc1ccc2c(c1)NC(=O)C(CC(=O)NCCCN1CCCCC1C)O2 (configuration not stated)	-7	-6	4	-26	-5	.	-9	6	-11
O=C(CCC1(C(=O)O)CCC(=O)NC1)NCc1ccccc1 (configuration not stated)	2[fluorescence artefact?]	3	-30	-3	2	1	1	-3	-7
CCn1nnnc1SCC(=O)c1ccc(NC(C)=O)cc1	7	-17	-6	-3	0	0.15	-6	4	2
COC(=O)c1ccccc1S(=O)(=O)C(C)(C)C	-6	-2	-15	1	0	2.5	2	-1	-14
COc1ccc(CCNS(=O)(=O)c2ccc3c(c2)CCN3C(=O)C2CC2)cc1OC	-7	-3	4	13	3	1.8	0	-2	-16
O=S(=O)(NCCc1ccccc1)c1cccc(S(=O)(=O)N2CCOCC2)c1	3	7	-2	-11	-1	0.16	-7	8	18
CC(C)N(C(=O)CSc1nnc(-c2cc3ccccc3cc2O)n1Cc1ccco1)C(C)C	-3	-12	-12	-14	0	0.17	-5	11	7
O=C(c1cccn2c(=O)c3cc(Cl)ccc3nc12)N1CCOCC1	-8	-12	-34	-5	-2	0.67	-9	5	5
COc1ccc(Cn2c(-c3ccc(OC)cc3)nc3ccccc32)cc1	30	0	-36	-8	0	-0.38	5	-11	-5
Cc1ccc(-n2sc3ccccc3c2=O)cc1S(=O)(=O)N1CCCCC1	17	16	44	0	-1	.	-11	7	-6
O=S(=O)(c1ccccc1)c1cccc(S(=O)(=O)N2CCCCC2)c1	-7	8	.	-8	-4	-0.81	11	-15	-17
CCOC(=O)c1nnn(-c2nonc2NC(C)=O)c1C	-4	-6	-20	3	1	-1.6	6	-8	4
CC(=O)OC1c2c(ccc3ccc(=O)oc23)OC(C)(C)C1OC(=O)CC(C)C (configuration not stated)	4	0	23	-18	1	-0.37	10	-14	-27
CCn1nc(C(=O)N2CCN(Cc3ccc4c(c3)OCO4)CC2)c2ccccc2c1=O	-2[fluorescence artefact?]	14	5	-34	3	0.15	10	-13	2
